AmpC no deterg – blocks E. coli AmpC beta-lactamase in detergent-free assay | AID 485341 | P00811 | AmpC nitrocefin hydrolysis, absorbance 480 nm, 0.0001% Triton | Potency, µM (highest dose often 57.1 µM), for the others: top-dose activity change, negative = inhibition, most hits filed as inhibitors | hit rate 0.52% among 330,000;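 further: potency means the concentration at half of the fitted maximal effect; plate controls were no compound for no effect and no enzyme for full effect; nearly all actives have a fitted effect of over 20% in size; some results filed as inactive show a strong effect at the top dose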
Target sequence (P00811 whole entry, looked up): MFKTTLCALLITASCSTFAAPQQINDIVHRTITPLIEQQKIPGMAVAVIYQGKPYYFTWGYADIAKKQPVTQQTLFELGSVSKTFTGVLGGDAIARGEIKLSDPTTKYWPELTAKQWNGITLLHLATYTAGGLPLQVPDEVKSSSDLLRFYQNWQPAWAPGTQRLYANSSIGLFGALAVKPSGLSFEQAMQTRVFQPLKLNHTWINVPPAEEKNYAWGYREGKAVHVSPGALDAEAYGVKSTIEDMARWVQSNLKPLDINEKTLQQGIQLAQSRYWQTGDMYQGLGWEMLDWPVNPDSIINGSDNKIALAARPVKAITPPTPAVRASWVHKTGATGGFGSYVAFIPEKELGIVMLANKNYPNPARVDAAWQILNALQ
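20 mM phosphate pH 7.0 + 0.01% (detergent screen) or 0.0001% Triton X-100; 5.3 nM AmpC reagent; cpd preinc 15 min RT; nitrocefin (800 uM stock) to start; A480 q20 s × 4 min; Activity was normalised to no-enzyme and no-compound control wells.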
LmPK inh – LmPK (Leishmania mexicana) enzyme inhibition. Q27686. purified LmPK, Kinase-Glo ATP luminescence, 1 h. Potency, µM (doses to about 57.5 µM), for the others: at the highest dose activity change, negative = inhibition, hits mostly inhibitors. hit rate 0.37% among 290,000; further: potency means the concentration at half of the fitted maximal effect; on the % scale 0 is the no-effect control and ±100 the full control effect
Target sequence (Q27686 whole entry, looked up): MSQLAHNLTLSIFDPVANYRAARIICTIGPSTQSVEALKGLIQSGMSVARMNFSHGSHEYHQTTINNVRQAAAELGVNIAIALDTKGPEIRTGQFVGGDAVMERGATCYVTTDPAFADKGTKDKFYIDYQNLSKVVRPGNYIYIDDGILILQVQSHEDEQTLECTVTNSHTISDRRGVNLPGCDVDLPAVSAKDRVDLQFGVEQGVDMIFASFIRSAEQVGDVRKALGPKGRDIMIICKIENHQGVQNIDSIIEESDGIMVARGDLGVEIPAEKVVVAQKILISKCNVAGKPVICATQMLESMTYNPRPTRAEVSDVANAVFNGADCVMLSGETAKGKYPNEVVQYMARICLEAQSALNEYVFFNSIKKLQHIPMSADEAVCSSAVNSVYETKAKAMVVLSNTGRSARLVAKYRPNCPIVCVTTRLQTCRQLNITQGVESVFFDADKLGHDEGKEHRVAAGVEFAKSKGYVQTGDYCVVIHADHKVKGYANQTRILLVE
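Kinase-Glo luminescence read after 1 h RT reaction of 0.1 nM LmPK with 0.5 mM PEP and 0.1 mM ADP. Activity scaled between uninhibited and enzyme-free controls.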
Shiga toxin inh – Shiga toxin inhibition; hit rate 9.2% among 290,000; Vero cells, Shiga toxin protein synthesis inhibition reporter; inhibition, % at 38.7 µM; in the data active means inhibition mostly above about 28%, no sharp cut-off; inactive means mostly below about 43%; further: 0% is about no effect
TbPYK inhibitor – blocks Trypanosoma brucei pyruvate kinase; Q57TT1; TbPYK enzyme, Kinase-Glo Plus ATP luminescence, 45 min; Potency, µM (highest dose often 76.8 µM), without a hit: at the top dose activity, negative = inhibition, usual class: inhibitors; hit rate 0.12% among 410,000; AID 624173; further: potency means the concentration at half of the fitted maximal effect; on the % scale 0 is the no-effect control and ±100 the full control effect; nearly all actives have a fitted effect of over 50% in size
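Luminescence from Kinase-Glo Plus, added after a 45-minute room-temperature reaction, served as the end-point read-out. The enzyme and substrate were preincubated with compound before ADP (130 uM final) initiated turnover. Concentration-effect curves came from normalized qHTS data.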
Pf growth 96h – P. falciparum growth inhibition at 96 hour, primary screen for plastid delayed-death inhibitors. P. falciparum luciferase reporter growth, 96 h. hit rate 6.9% among 320,000. Potency, µM (highest dose often 28.7 µM), for the others: at the highest dose activity change, negative = inhibition, actives largely listed as inhibitors; further: potency means the concentration at half of the fitted maximal effect; on the % scale 0 is the no-effect control and ±100 the full control effect
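Parasite growth measured via integrated firefly luciferase reporter in P. falciparum. Infected erythrocytes at 2% hematocrit, 0.05% parasitemia final were treated 96 hours at 37 C under 5% CO2, and luminescence was read.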
Pf growth 48h – inhibits P. falciparum growth in the first generation, 48 h; P. falciparum luciferase growth in erythrocytes, 48 h; Potency, µM (highest dose often 28.7 µM), for the others: at the top dose activity change, negative = inhibition, most hits filed as inhibitors; hit rate 5.9% among 310,000; further: potency means the concentration at half of the fitted maximal effect; on the % scale 0 is the no-effect control and ±100 the full control effect
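Read-out is firefly luciferase luminescence from an integrated reporter in P. falciparum, so falling signal marks reduced parasite growth. Infected erythrocytes were at 2% hematocrit and 0.1% parasitemia (final) in Albumax-supplemented RPMI 1640.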
CHX counter – counter-screen for Shiga toxin inhibitors: cycloheximide protein synthesis inhibition; hit rate 12% among 300,000; cell reporter, cycloheximide protein synthesis inhibition counterscreen; max response, %; in the data active means max response mostly above about 13%, no sharp cut-off; inactive means mostly below about 14%; further: read at 38.3 µM for the half of the compounds with a filed dose; 0% is about no effect
The depositor's hits bear a star; & = joins results of further samples; [ ] = remark or other dose. Unless noted, the call rests on the fitted dose curve; in most records, active means well fitted curve in the direction sought with a large enough effect; inconclusive means small, poorly fitted or top-dose-only effect, or another doubt; inactive means no such curve, though single readings can be large; an effect the other way counts as inactive or inconclusive.

For O=[N+]([O-])c1ncccc1OCc1ccc(Cl)c(Cl)c1 the results were AmpC no deterg -30%, LmPK inh -2%, Shiga toxin inh 58*, TbPYK inhibitor -3%, Pf growth 96h 18%, Pf growth 48h 26% and CHX counter 38*.
CCOC(=O)NC(Nc1nnc(SCC)s1)(C(F)(F)F)C(F)(F)F was read as AmpC no deterg -11%, LmPK inh -3%, Shiga toxin inh -9, TbPYK inhibitor 5%, Pf growth 48h 3% and CHX counter 13.
For COc1cc(NC(=O)COc2ccccc2)ccc1NC(=O)c1ccco1 the results were AmpC no deterg -24%, LmPK inh 2%, Shiga toxin inh -1, TbPYK inhibitor 0%, Pf growth 96h -14%, Pf growth 48h 15% and CHX counter -5.
Screening CCN1CC(c2ccccc2)C(c2ccc(Cl)cc2)=N1 (stereo not given) returned AmpC no deterg -22%, LmPK inh -4%, Shiga toxin inh 11, TbPYK inhibitor -10%, Pf growth 96h -14%, Pf growth 48h -16% and CHX counter -2.
Screening Cc1ccc(NC(=O)C2CCCN2C(=O)Oc2ccccc2)c(C)c1 (stereo not given) returned AmpC no deterg -8%, LmPK inh -1%, Shiga toxin inh 6, TbPYK inhibitor -2%, Pf growth 96h inconclusive, Pf growth 48h 30% and CHX counter 4.
Cc1ccnn1Cc1cc(C(=O)O)c2ccccc2n1 was read as AmpC no deterg -24%, LmPK inh 4%, Shiga toxin inh -8, TbPYK inhibitor 2%, Pf growth 96h 48%[activator], Pf growth 48h 2% and CHX counter -2.
Screening N#Cc1ccc(NC(=O)Cn2cnc(S(=O)(=O)N3CCOCC3)c2)cc1 returned AmpC no deterg -15%, LmPK inh 0%, Shiga toxin inh -1, TbPYK inhibitor -2%, Pf growth 96h 4%, Pf growth 48h 36%[activator] and CHX counter 5.
For CC(=O)Nc1ccc(S(=O)(=O)N(Cc2ccccc2)c2ccccn2)cc1 the results were AmpC no deterg 12%, LmPK inh 1%, Shiga toxin inh -6, TbPYK inhibitor -5%, Pf growth 96h -28%, Pf growth 48h inconclusive and CHX counter 2.
`Cc1cc(C)cc(C(N)=Nc2cccc(C#N)c2)c1` gave AmpC no deterg -27%, LmPK inh -1%, Shiga toxin inh 25, TbPYK inhibitor 3%, Pf growth 96h 31%[activator], Pf growth 48h 25% and CHX counter 12.
`Cc1ccc(CNC(=O)C2CC(c3cccc([N+](=O)[O-])c3)=NO2)o1` (stereo not given) gave AmpC no deterg -19%, LmPK inh 0%, Shiga toxin inh 64*, TbPYK inhibitor -7%, Pf growth 96h 10%, Pf growth 48h 18% and CHX counter 33*.
Screening CCOC(=O)C1Oc2ccccc2C(c2ccc(C)cc2)=C1C(=O)OC (stereo not given) returned AmpC no deterg 19%, Shiga toxin inh inactive, TbPYK inhibitor 1% and CHX counter 19*.
`COCC(C)NC(=O)c1cc(-c2cccc(OC)c2)on1` (stereo not given) gave AmpC no deterg -6%, LmPK inh -11%, Shiga toxin inh 81*, TbPYK inhibitor 0%, Pf growth 96h inconclusive, Pf growth 48h 174%[activator] and CHX counter 28*.
CCCCOc1ccc(N2C(=O)CC(NCc3ccncc3)C2=O)cc1 (stereo not given) was read as AmpC no deterg 10%, LmPK inh -6%, Shiga toxin inh -8, TbPYK inhibitor -1%, Pf growth 96h -9%, Pf growth 48h 35%[activator] and CHX counter -2.
`CCN1CCN(c2cc(N3CCCC3)c([N+](=O)[O-])cc2F)CC1` gave AmpC no deterg 11%, LmPK inh -1%, Shiga toxin inh -12, TbPYK inhibitor -4%, Pf growth 96h -22%, Pf growth 48h 21% and CHX counter -2.
For O=C(CSc1nc(C2CCCCC2)nc2ccccc12)NCc1ccco1 the results were AmpC no deterg -3%, LmPK inh -2%, Shiga toxin inh 35, TbPYK inhibitor 0%, Pf growth 96h 27%, Pf growth 48h 6% and CHX counter 11.
O=C(CCCc1nc2ccccc2s1)N1CCN(S(=O)(=O)c2cccs2)CC1 was read as AmpC no deterg 33%, LmPK inh -4%, Shiga toxin inh -3, TbPYK inhibitor -11%, Pf growth 96h 24%, Pf growth 48h inconclusive and CHX counter -1.
For COC(=O)c1ccc(CNC(=O)c2ccc(OCC(=O)N3CCOCC3)c(OC)c2)cc1 the results were AmpC no deterg inconclusive, TbPYK inhibitor 6%, Pf growth 96h 43%[activator] and Pf growth 48h 23%.
`N#Cc1c(-c2ccccc2)cc(-c2ccc3c(c2)OCO3)[nH]c1=O` gave AmpC no deterg -6%, TbPYK inhibitor 0%, Pf growth 96h -5% and Pf growth 48h 36%[activator].
CCC1(CC)C(=O)C2=C3C1[C@H](C(=O)OC)C=C(C(=O)OC)C[C@H]3n1c(=O)n(C)c(=O)n1[C@H]2C (stereo not given in full) was read as Shiga toxin inh 2, TbPYK inhibitor -3% and CHX counter -2.
`Cc1ccc2c(c1)C1C3CCC(C3)C1S(=O)N2` (stereo not given) gave AmpC no deterg -13%, LmPK inh 11%, Shiga toxin inh 13, TbPYK inhibitor -2%, Pf growth 96h 43%[activator], Pf growth 48h 12% and CHX counter 1.
For Cc1ccc(-n2cc(CN3CCC(CO)(Cc4ccccc4)CC3)cn2)cc1 the results were AmpC no deterg 67%[activator], LmPK inh 0%, Shiga toxin inh 18, Pf growth 96h -10%, Pf growth 48h inconclusive and CHX counter 10.
Screening CCCCn1c(C)cc2c(c1=O)[C@H]1O[C@](CCCC)(Cc3cc(OC)c(OC)cc31)O2 returned AmpC no deterg -17%[11.4 µM], LmPK inh -3%[11.5 µM], Shiga toxin inh inactive, Pf growth 96h inconclusive, Pf growth 48h -2%[5.75 µM] and CHX counter -1.
COc1cc(C2C(=O)N(C3CCCC3)CC(=O)N2Cc2ccco2)ccc1OC(C)C (stereo not given) was read as AmpC no deterg 30%, LmPK inh -2%, Shiga toxin inh 27, TbPYK inhibitor -14%, Pf growth 96h 15%, Pf growth 48h -6% and CHX counter 3.
Screening COc1ccc(NC2CCN(C3CC(=O)N(c4ccc(F)c(Cl)c4)C3=O)CC2)cc1 (stereo not given) returned AmpC no deterg 115%[activator], LmPK inh 3%, Shiga toxin inh -4, TbPYK inhibitor -12%, Pf growth 96h -97%, Pf growth 48h 29% and CHX counter -1.
For O=C1CC(=O)CC(c2ccccc2)C1 the results were AmpC no deterg -31%, LmPK inh -4%, Shiga toxin inh -16, TbPYK inhibitor 5%, Pf growth 96h 0%, Pf growth 48h 13% and CHX counter 1.
CCC1(c2ccccc2)NC(=O)N(CC(=O)N(C)Cc2ccccc2)C1=O (stereo not given) was read as AmpC no deterg 19%, LmPK inh 2%, Shiga toxin inh -3, TbPYK inhibitor 0%, Pf growth 96h 7%, Pf growth 48h inconclusive and CHX counter 5.
Screening Cn1c(=O)n(C)c2cc(NS(=O)(=O)c3ccc(C(C)(C)C)cc3)ccc21 returned AmpC no deterg 3%, LmPK inh 0%, Shiga toxin inh -3, TbPYK inhibitor -8%, Pf growth 96h -2%, Pf growth 48h inconclusive and CHX counter -1.
`CCN(CC)S(=O)(=O)c1cc(C(=O)Oc2ccccc2OC)ccc1OC` gave AmpC no deterg 68%[activator], LmPK inh 2%, Shiga toxin inh 8, TbPYK inhibitor 5%, Pf growth 96h inconclusive, Pf growth 48h -11% and CHX counter -2.
For CCOc1cc2[nH]c(=S)n(CCC(=O)NCc3ccco3)c(=O)c2cc1OCC the results were AmpC no deterg -3%, LmPK inh -6%, Shiga toxin inh -7, TbPYK inhibitor 0%, Pf growth 96h inconclusive, Pf growth 48h 6% and CHX counter -1.
`CCc1nnc(NC(=O)c2ccc(Cl)nc2)s1` gave AmpC no deterg -23%, LmPK inh -3%, Shiga toxin inh 75*, TbPYK inhibitor -2%, Pf growth 96h 61%[activator], Pf growth 48h 27% and CHX counter 32*.
`O=C(COC(=O)c1ccc(O)cc1O)Nc1cc(-c2ccccc2)nn1-c1ccccc1` gave AmpC no deterg -55%, TbPYK inhibitor -1%, Pf growth 96h 4.7µM* and Pf growth 48h 12µM*.
Screening NC(=O)c1ccccc1NC(=O)COc1ccc2c(c1)OCO2 returned AmpC no deterg -30%, LmPK inh 1%, Shiga toxin inh 85*, TbPYK inhibitor 6%, Pf growth 96h inconclusive, Pf growth 48h 172%[activator] and CHX counter 29*.
For Cc1ccc(NS(=O)(=O)c2ccc(C3CCCCC3)cc2)cc1 the results were AmpC no deterg -28%, LmPK inh 0%, Shiga toxin inh -10, TbPYK inhibitor 2%, Pf growth 96h 2%, Pf growth 48h 15% and CHX counter -4.
For O=C(NCc1ccc(F)cc1)C1CC(=O)N(C2CCCCC2)C1 (stereo not given) the results were AmpC no deterg 3%, LmPK inh -1%, Shiga toxin inh 12, TbPYK inhibitor 2%, Pf growth 96h 5%, Pf growth 48h 20% and CHX counter 16.
Screening COc1ccc(CCNC(=O)CCCCCn2c(SCC(N)=O)nc3cc4c(cc3c2=O)OCO4)cc1OC returned AmpC no deterg -13%, LmPK inh -3%, Shiga toxin inh 21, TbPYK inhibitor 2%&1%, Pf growth 96h inconclusive, Pf growth 48h 0% and CHX counter -2.
Screening CCN1C(=O)NC(=O)/C(=C\c2cn(CC(=O)N3CCCCC3C)c3ccccc23)C1=O (stereo not given) returned AmpC no deterg -6%, LmPK inh 9%, Shiga toxin inh -10, TbPYK inhibitor -6%, Pf growth 96h 6.6µM*, Pf growth 48h -9% and CHX counter -1.
`CCCS(=O)(=O)n1nc(-c2ccc(OC)cc2OC)cc1N` gave AmpC no deterg -9%, LmPK inh 0%, Shiga toxin inh 15, TbPYK inhibitor -2%, Pf growth 96h inconclusive, Pf growth 48h 17% and CHX counter 4.
`O=C1NC2(CCCCCCC2)C(=O)N1Cc1ccc(F)cc1` gave AmpC no deterg -13%, LmPK inh 3%, Shiga toxin inh -14, TbPYK inhibitor -3%, Pf growth 96h -2%, Pf growth 48h 37%[activator] and CHX counter -1.
Screening CSc1ccccc1C(=O)C1CCCN(C(=O)CCc2cccnc2)C1 (stereo not given) returned AmpC no deterg -4%, LmPK inh -4%, Shiga toxin inh 50, TbPYK inhibitor -4%, Pf growth 96h inconclusive, Pf growth 48h 113%[activator] and CHX counter 24*.

4 records picked at random from the list so far, as already listed:
`CCCS(=O)(=O)n1nc(-c2ccc(OC)cc2OC)cc1N` gave AmpC no deterg -9%, LmPK inh 0%, Shiga toxin inh 15, TbPYK inhibitor -2%, Pf growth 96h inconclusive, Pf growth 48h 17% and CHX counter 4.
Screening COc1ccc(CCNC(=O)CCCCCn2c(SCC(N)=O)nc3cc4c(cc3c2=O)OCO4)cc1OC returned AmpC no deterg -13%, LmPK inh -3%, Shiga toxin inh 21, TbPYK inhibitor 2%&1%, Pf growth 96h inconclusive, Pf growth 48h 0% and CHX counter -2.
For O=C(NCc1ccc(F)cc1)C1CC(=O)N(C2CCCCC2)C1 (stereo not given) the results were AmpC no deterg 3%, LmPK inh -1%, Shiga toxin inh 12, TbPYK inhibitor 2%, Pf growth 96h 5%, Pf growth 48h 20% and CHX counter 16.
`O=C(COC(=O)c1ccc(O)cc1O)Nc1cc(-c2ccccc2)nn1-c1ccccc1` gave AmpC no deterg -55%, TbPYK inhibitor -1%, Pf growth 96h 4.7µM* and Pf growth 48h 12µM*.

Screening results: PubChem, National Center for Advancing Translational Sciences (NCATS)
